NPY-Y1 PAM-ag: NPY-Y1 receptor potentiators or agonists, primary screen, cell-based; Neuropeptide Y receptor type 1 (Homo sapiens), P25929; NPY-Y1 expressing cells, potentiator/agonist activation; activation, % at 3.6 µM; 0.37% of 220,000 active; in the data active = activation above about 33%, passing the limit was not always enough;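 also: cells stimulated with NPY at EC10 then isoproterenol at EC100; 0% = low agonist plus stimulus and 100% = saturating agonist plus stimulus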
Target sequence (P25929 whole entry, looked up): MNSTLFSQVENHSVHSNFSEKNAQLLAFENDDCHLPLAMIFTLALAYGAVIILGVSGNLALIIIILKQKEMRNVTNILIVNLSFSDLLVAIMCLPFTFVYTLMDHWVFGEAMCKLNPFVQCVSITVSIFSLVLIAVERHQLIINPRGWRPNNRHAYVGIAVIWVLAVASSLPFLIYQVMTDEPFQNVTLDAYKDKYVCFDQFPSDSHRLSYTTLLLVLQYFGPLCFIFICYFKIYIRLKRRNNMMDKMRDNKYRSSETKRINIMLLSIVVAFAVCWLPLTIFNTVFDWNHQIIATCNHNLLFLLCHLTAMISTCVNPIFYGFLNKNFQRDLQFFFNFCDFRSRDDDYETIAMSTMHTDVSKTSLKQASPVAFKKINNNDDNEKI
RBBP9 inhibitor: human RBBP9 inhibitors, primary screen, biochemical, fluorescence polarization, FP-Rh probe, HTS | 0.2% of 220,000 active | inhibition, % at 7.94 µM | recombinant RBBP9;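 active = inhibition above the campaign mean of all tested compounds plus 3 SD, cut at about 14% in these data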;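 also: plate controls were DMSO wells with RBBP9 for no effect and wells lacking RBBP9 protein for full effect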
Target sequence (O75884 whole entry, looked up): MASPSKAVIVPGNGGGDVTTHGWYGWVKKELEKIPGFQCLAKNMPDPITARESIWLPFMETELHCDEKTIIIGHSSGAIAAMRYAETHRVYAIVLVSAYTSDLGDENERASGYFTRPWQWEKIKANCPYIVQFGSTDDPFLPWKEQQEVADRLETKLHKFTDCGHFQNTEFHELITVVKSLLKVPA
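System: RBBP9 protein / Buffer or medium: Tris/NaCl buffer pH 8.0 with 0.1% Pluronic / Probe or stimulus: Serine-hydrolase probe FP-Rh, 375 nM pre-mixing / Dosing: 7.94 µM single dose, 0.794% DMSO / Times: enzyme-compound preincubation 30 min, then probe labeling 45 min, 25 °C / Technique: fluorescence polarization (mP), excitation 525 nm, emission 598 nm / Replication: singlicate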
BaF3 tox: parental Ba/F3 cell viability inhibition, counter-screen for JAK2V617F inhibitor project, murine pro-B, CellTiter-Glo luminescence | CellTiter-Glo ATP luminescence | 1.1% of 220,000 active | inhibition, % at 5.6 µM;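 active = inhibition above a per-campaign cutoff, the mean inhibition of all tested compounds plus 3 SD, cut at about 27% in these data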;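 also: 0% = DMSO wells and 100% = JAK Inhibitor I control wells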
S1P4 antagonist: S1P4 receptor antagonists, primary screen, cell-based; inhibition, % at 4.98 µM; Sphingosine 1-phosphate receptor 4 (Homo sapiens), O95977; 0.26% of 220,000 active; S1P4-expressing cells, antagonist mode, reporter read-out; in the data active = inhibition above about 29%;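 also: 0% = wells stimulated with agonist and 100% = vehicle wells without agonist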
Target sequence (O95977 whole entry, looked up): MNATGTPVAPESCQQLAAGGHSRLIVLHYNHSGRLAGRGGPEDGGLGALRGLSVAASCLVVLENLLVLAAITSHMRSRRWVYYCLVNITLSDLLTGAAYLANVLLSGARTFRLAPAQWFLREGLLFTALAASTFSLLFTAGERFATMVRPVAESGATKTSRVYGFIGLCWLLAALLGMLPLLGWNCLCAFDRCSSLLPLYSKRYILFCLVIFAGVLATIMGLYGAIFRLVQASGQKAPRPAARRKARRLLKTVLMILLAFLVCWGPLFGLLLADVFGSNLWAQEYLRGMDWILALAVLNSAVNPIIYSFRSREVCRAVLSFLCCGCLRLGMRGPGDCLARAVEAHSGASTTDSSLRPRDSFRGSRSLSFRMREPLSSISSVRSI
S1P4 ag: S1P4 receptor agonists, primary screen, cell-based | Sphingosine 1-phosphate receptor 4 (Homo sapiens), O95977 | S1P4-expressing cell line, agonist reporter assay | activation, % at 4.98 µM | 0.35% of 220,000 active; in the data active = activation above about 11%;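 also: 0% = DMSO vehicle and 100% = reference agonist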
Ba/F3 V617F tox: reduced viability of JAK2V617F-dependent Ba/F3 cells, primary screen, JAK2V617F inhibitor project, cell-based, Ba/F3 EpoR-JAK2V617F, luminescence | ATP luminescence | 1.1% of 220,000 active | inhibition, % at 5.6 µM;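 active = inhibition above the campaign mean plus 3 SD over all tested compounds, cut at about 24% in these data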;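 also: cytokine-independent growth of Ba/F3 cells driven by EpoR plus mutant JAK2; 0% = DMSO-treated cells and 100% = JAK inhibitor I control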
NPY Y1 blocker: NPY-Y1 receptor antagonists, primary screen, cell-based. AID 1040, 2008. inhibition, % at 3.6 µM. HEK293-CNG Y1 cells, membrane potential fluorescence; NPY at EC95, then isoproterenol. 1% of 200,000 active;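 active = inhibition above the campaign mean inhibition of all tested compounds plus 3 SD, cut at about 20% in these data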;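 also: 0% = DMSO wells given NPY plus isoproterenol and 100% = isoproterenol alone without NPY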
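Test system – HEK293 Y1/CNG channel cell line · Also added – NPY agonist 25 nM, then isoproterenol 1 µM plus Ro 20-1724 25 µM · Compound dosing – one concentration, 3.6 µM, in 0.4% DMSO · Schedule – compound incubation 1 h at room temperature, readout 45 min post-stimulation · Technique – fluorescence, membrane potential probe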
NPY-Y2 PAM-ag: NPY-Y2 potentiators or agonists, primary screen, cell-based. cells expressing NPY-Y2, potentiator/agonist read-out. activation, % at 3.6 µM. 0.45% of 220,000 active. Neuropeptide Y receptor type 2 (Homo sapiens), P49146; in the data active = activation above about 27%;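 also: cells stimulated with NPY near EC25 plus isoproterenol at EC100; 0% = vehicle plus submaximal agonist and 100% = vehicle plus saturating agonist; some results beyond the cut were filed as inactive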
Runt-CBFb FRET: inhibitors of RUNX1 Runt–CBFb binding, primary screen, biochemical, FRET, Cerulean-Runt, Venus-CBFb, uHTS; Runt-related transcription factor 1 (Homo sapiens) + Core-binding factor subunit beta …; Cerulean-Runt/Venus-CBFb FRET ratio 530/480, 1 h; inhibition, % at 20 µM; 0.46% of 220,000 active; AID 1496, 2009;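 active = inhibition over about 50% at 20 µM in the single-dose screen, limit read from the data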;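 also: 0% = DMSO wells and 100% = excess unlabeled CBFb competitor control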
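Assay system: Cerulean-Runt domain / Medium: Tris 50 mM pH 7.5, KCl, K2SO4, 0.01% BSA / Timing: protein complex preformed 1 h, compound exposure 1 h, room temperature, dark / Measured by: FRET, excitation 422 nm, emission at 530 and 480 nm / Evaluation: loss of energy transfer signal / Control set: 5 µM unlabeled CBFb as full-inhibition high control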
The depositor's hits bear a star; nt = not tested or not shown.

Values run as follows: NPY-Y1 PAM-ag	RBBP9 inhibitor	BaF3 tox	S1P4 antagonist	S1P4 ag	Ba/F3 V617F tox	NPY Y1 blocker	NPY-Y2 PAM-ag	Runt-CBFb FRET
> COC(=O)C1=C(C)N(C)C(C)=C(C(=O)OC)C1c1ccccc1C
  15	-2	3	7	-0.3	-2	-6	6	-2
> Cc1ccc(S(=O)(=O)CC(O)COc2ccccc2C#N)cc1 (configuration not stated)
  -3	-2	1	-13	1.3	-2	3	6	0
> CC(C)C(NS(=O)(=O)c1ccc2c(c1)OCCO2)C(=O)NCCc1ccccn1 (configuration not stated)
  14	-5	2	-6	-0.3	-2	-1	7	-2
> Cc1cc(C)n(-c2nc3c(c(=O)n(C)c(=O)n3C)n2CCO)n1
  5	3	5	-9	-0.3	0	-3	0	1
> COc1cccc(C(=O)NNC(=O)Cc2csc(N)n2)c1
  -10	5	5	7	-1.9	0	0	-8	17
> CC1=C(C(=O)NCCCOC(C)C)C2(CCC(C)CC2)OC1=O (configuration not stated)
  -5	0	6	-13	-0.3	0	-3	-4	1
> O=C(NCc1ccco1)c1ccccc1-c1nc(-c2ccccc2)no1
  -23	-5	3	30*	0.9	-4	8	-7	2
> CCCCC1CCC(c2nc(-c3ccccn3)no2)CC1 (configuration not stated)
  -11	-12	3	9	-2.2	-3	-2	1	nt
> Cc1cccc(NC(=S)NC2CC3CCCC(C2)N3CC(C)C)c1 (configuration not stated)
  -22	-12	2	-4	0.8	1	-1	-6	-2
> Oc1ccc(/C=N/NC(=S)NCCN2CCOCC2)c(O)c1
  -21	-5	9	-10	-0.6	-2	-5	2	9
> COc1ccc(CCNC(=O)c2cnc3ccccn3c2=O)cc1
  -23	2	6	9	2.3	1	0	0	-1
> Cc1cc(N2CCN(C3CCCC3)CC2)n2c(nc3ccccc32)c1C#N
  -1	-6	2	-5	1.5	-1	16	9	32
> CSc1ccccc1C(=O)NC1CCCC1
  17	-2	8	-13	1.8	-3	0	21	1
> Cc1cc(CN2CCCC(CO)(Cc3cccc(Cl)c3)C2)n[nH]1 (configuration not stated)
  11	5	-2	-22	-1.9	-3	0	-12	0
> CCOC(=O)C1(Cc2ccccc2)CCN(Cc2cccn2-c2nccs2)CC1
  -33	-3	2	1	0.2	-1	29*	-10	8
> O=C(c1ccccc1)N(C1=NCCCCS1)c1ccccc1
  -20	-4	7	-5	-0.6	-3	4	1	1
> COc1ccccc1N=c1oc2cc(O)ccc2cc1C(N)=O
  22	-15	34*	-57	27*	32*	-6	20	10
> CCC(CC)NC(=O)c1cc(OC)c(OC)c(OC)c1
  -6	-8	5	-20	1.4	-2	11	4	-2
> CCc1nnc(NCC(=O)N2CCc3ccccc32)s1
  -5	-11	4	-1	2.1	-1	1	-8	-1
> COc1ccc(C(=O)Nc2ccc(S(=O)(=O)N3CCCC3)cc2)cc1
  -1	-8	5	-9	3.1	1	0	-15	-1
> COc1ccc(S(=O)(=O)N(CCCN2CCOCC2)Cc2cccc(OC)c2OC)cc1
  0	-6	5	-6	-0.4	-2	4	-4	2
> Cc1cc2c(ncn2C)c(NS(=O)(=O)c2ccc(F)cc2)c1C
  7	-3	3	-7	0.7	4	5	-10	1
> COc1ccc(/C=C/C2=CCN(Cc3ccc(OC)cc3)CC2)cc1
  -27	-8	38*	-6	0.1	16	10	-3	-1
> CCC1(C)CC(CCNS(=O)(=O)c2ccc(C)cc2)(c2ccc(C)cc2)CCO1 (configuration not stated)
  -7	-12	6	2	2.2	-2	13	-1	-3
> CCOC(=O)N1CCN(S(=O)(=O)c2ccc(OC)c(OC)c2)CC1
  10	-5	0	-14	1.7	-4	-2	29	-2
> Cc1nc(SCC(=O)NC(=O)NC2CCCCC2)nc(C)c1C
  6	0	0	-23	1.1	-1	3	6	19
> O=C(/C=C/c1cn(-c2ccccc2)nc1-c1cccc(Cl)c1)N1CCN(c2ccccn2)CC1
  -8	-7	5	3	-1.3	-1	1	9	-5
> COc1ccc(Br)cc1CNC(=O)C1CCN(C(=O)N(C)C)CC1
  -5	4	4	-7	2.8	-2	2	-4	0
> Cc1[nH]c2ccc(S(N)(=O)=O)cc2c1C
  7	2	9	10	-1.1	3	18	7	-3
> COc1ccc(CNC(=O)COc2ccc(F)cc2)cc1
  -9	-4	5	-17	0.4	-2	-4	-2	3

Complete entries from above:
Entry for `O=C(/C=C/c1cn(-c2ccccc2)nc1-c1cccc(Cl)c1)N1CCN(c2ccccn2)CC1` → NPY-Y1 PAM-ag: -8; RBBP9 inhibitor: -7; BaF3 tox: 5; S1P4 antagonist: 3; S1P4 ag: -1.3; Ba/F3 V617F tox: -1; NPY Y1 blocker: 1; NPY-Y2 PAM-ag: 9; Runt-CBFb FRET: -5
Entry for `COc1ccc(CCNC(=O)c2cnc3ccccn3c2=O)cc1` → NPY-Y1 PAM-ag: -23; RBBP9 inhibitor: 2; BaF3 tox: 6; S1P4 antagonist: 9; S1P4 ag: 2.3; Ba/F3 V617F tox: 1; NPY Y1 blocker: 0; NPY-Y2 PAM-ag: 0; Runt-CBFb FRET: -1

The results go on.
Values run as follows: NPY-Y1 PAM-ag	RBBP9 inhibitor	BaF3 tox	S1P4 antagonist	S1P4 ag	Ba/F3 V617F tox	NPY Y1 blocker	NPY-Y2 PAM-ag	Runt-CBFb FRET
> CCSc1nnc(NC(=O)COc2ccccc2[N+](=O)[O-])s1
  0	-3	8	-16	0.4	4	-2	-3	0
> CCOc1cc(C2C3=C(CCCC3=O)Nc3ccc4ncccc4c32)ccc1O (configuration not stated)
  -1	2	2	-2	0.8	-1	5	9	0
> Cc1cccc(C)c1NC(=O)CC1SC2=NCCN2C1=O (configuration not stated)
  21	-3	3	12	-0.6	-3	1	2	7
> CCOC(=O)c1c(NC(=O)CCC(=O)O)sc2c1CCCCC2
  -12	-8	0	-8	2.6	-4	5	-18	36
> Cc1cccc(/C(N)=N/OC(=O)Cc2cccc3ccccc23)c1
  -16	0	0	-8	-2.9	0	9	-36	-3
> CC(=O)N1N=C(c2ccc(C)cc2)CC1c1ccc2c(c1)OCO2 (configuration not stated)
  10	-3	-1	3	0.4	-3	nt	4	0
> O=C(NNC(=O)[C@H]1CC=CC[C@H]1C(=O)O)c1ccc(Cl)cc1Cl
  -5	-8	5	-6	2.3	2	-5	-2	2
> CCC1CCc2c(sc(NC(=O)c3cccnc3)c2C(N)=O)C1 (configuration not stated)
  2	-3	8	8	-0.9	5	7	4	2
> CSc1nnc(CCCCCNC(=O)OC(C)(C)C)o1
  0	-11	-2	-1	-0.9	3	nt	4	-2
> O=C(O)/C=C/c1ccc(OCCCF)cc1
  -19	0	8	1	1.0	6	-3	-21	-1
> O=C(c1cccc(F)c1)N1CCCC(C(=O)N2CCN(c3ccccc3)CC2)C1 (configuration not stated)
  -4	-9	-2	-24	1.0	-2	nt	-27	0
> O=C(CSCc1ccc(Cl)cc1Cl)Nc1c[nH]c(=O)[nH]c1=O
  -2	-4	7	-5	1.8	1	-2	0	1
> Cc1cc(C)nc(NC(=S)Nc2cccc(Cl)c2Cl)c1
  -2	0	15	-1	-0.1	0	5	5	4
> Cc1cccc(-n2cc(CN3CCCN(C=O)CC3)c(-c3cccc(F)c3)n2)c1
  -18	-11	4	6	-1.0	0	5	-13	-4
> O=c1c2[nH]c3cccc(Cl)c3c2ncn1Cc1ccco1
  10	-8	3	-2	2.8	-4	nt	-5	3
> CC(C)(C)OC(=O)NC(CC(=O)OCc1ccccc1)C(=O)O (configuration not stated)
  22	9	-3	-2	-0.2	-3	nt	5	-1
> N#Cc1c2n(c3c(N)ncnc13)CCCCC2
  3	-10	-3	-11	1.1	-2	nt	-6	5
> COC(=O)C1=C(O)/C(=C/c2cccc(OC)c2O)N=C1C
  8	-9	-1	-2	1.6	-5	nt	8	1
> CCOC(=O)CN1CC23C=CC(O2)C(C(=O)Nc2ccc(F)cc2)C3C1=O (configuration not stated)
  4	-2	8	-2	0.9	2	-4	-3	-2
> Cc1c(Br)c([N+](=O)[O-])nn1CC(=O)NCCc1ccc(Cl)cc1
  -10	7	3	-1	0.3	-1	9	-8	1
> O=C(OCc1ccccc1Cl)c1cccnc1Cl
  -21	7	-2	-3	-2.8	-4	1	0	2
> Cc1cccc(N(C)c2cc(C)nc3ncnn23)c1
  4	-2	6	2	2.1	-2	2	4	-3
> CCOC(=O)C1=NNC(C(=O)c2ccc(OC)cc2)C1c1ccccc1 (configuration not stated)
  -26	3	-2	-3	0.1	-5	-1	-7	0
> Cc1c(O)ccc(C(=O)COc2ccccc2F)c1O
  -17	-12	3	-9	-1.7	1	0	-5	-2
> COc1ccc(OCc2nnc(SCC(N)=O)n2-c2ccccc2OC)cc1
  3	-11	0	-5	1.7	-1	-3	12	-1
> CCCCCN=CC1=C(O)CC(c2ccccc2)CC1=O (configuration not stated)
  7	-1	2	-20	1.9	1	0	-19	1

Screens deposited in PubChem BioAssay by several laboratories.
